Bioassay records deposited in PubChem BioAssay by several laboratories.
PPARg SRC-3 ag – PPARgamma-driven SRC-3 recruitment agonism | P37231 | biochemical PPARgamma/SRC-3 coactivator recruitment assay | activation, % at 8 µM | hit rate 0.26% among 200,000 | AID 731; in the data active = activation above about 23%;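 note: 0% = DMSO and 100% = reference agonist; some compounds past the cut are filed as inactive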
Target sequence (P37231 whole entry, looked up): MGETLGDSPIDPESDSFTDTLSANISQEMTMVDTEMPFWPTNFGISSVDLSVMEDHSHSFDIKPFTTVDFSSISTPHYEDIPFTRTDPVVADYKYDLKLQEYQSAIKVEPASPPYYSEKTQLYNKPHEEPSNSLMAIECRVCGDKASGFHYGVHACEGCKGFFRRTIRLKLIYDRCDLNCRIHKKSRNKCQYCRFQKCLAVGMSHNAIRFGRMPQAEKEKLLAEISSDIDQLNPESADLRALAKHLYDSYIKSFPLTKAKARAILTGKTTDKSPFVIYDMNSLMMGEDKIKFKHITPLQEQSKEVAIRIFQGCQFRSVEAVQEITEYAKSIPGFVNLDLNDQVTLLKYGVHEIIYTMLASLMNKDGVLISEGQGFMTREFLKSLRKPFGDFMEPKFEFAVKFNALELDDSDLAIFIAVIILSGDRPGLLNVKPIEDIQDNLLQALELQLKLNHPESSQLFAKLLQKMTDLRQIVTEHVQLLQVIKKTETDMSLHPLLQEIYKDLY
PPARg SRC2 recr – PPARgamma-driven SRC-2 recruitment agonism; activation, % at 8 µM; hit rate 0.34% among 200,000; PPARgamma LBD-SRC-2 recruitment, biochemical; AID 1032; in the data active = activation above about 22%;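 note: 0% = vehicle and 100% = reference agonist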
bIAP activator – intestinal alkaline phosphatase (bovine) activation | hit rate 0.17% among 200,000 | purified bovine IAP, CDP-star luminescence, 30 min; stronger effect = higher value; fold of DMSO-control signal, blank-subtracted | AID 1016 | activation factor at 20 µM;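 active = activation factor of 2 or more at 20 µM, a signal rise over negative controls twice the positive control's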
TR-FRET SRC-2 ct – TR-FRET artefact, counter-screen to PPARgamma/SRC-2 agonist assay | stronger effect = higher value | TR-FRET ratio at 8 µM | hit rate 0.4% among 200,000; in the data active = TR-FRET ratio above about 2000; note: inactives centre near 1500; reference of the scale not given here
TNAP inh noacc – inhibitors of human TNAP without phosphate acceptor; P05186; purified TNAP, CDP-star luminescence, 30 min; inhibition, % at 20 µM; hit rate 0.26% among 200,000;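 active = tissue-nonspecific alkaline phosphatase inhibition above about 50% at 20 µM in the single-dose screen, limit read from the data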;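 note: 0% = DMSO negative control and 100% = EDTA positive control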
Target sequence (P05186 whole entry, looked up): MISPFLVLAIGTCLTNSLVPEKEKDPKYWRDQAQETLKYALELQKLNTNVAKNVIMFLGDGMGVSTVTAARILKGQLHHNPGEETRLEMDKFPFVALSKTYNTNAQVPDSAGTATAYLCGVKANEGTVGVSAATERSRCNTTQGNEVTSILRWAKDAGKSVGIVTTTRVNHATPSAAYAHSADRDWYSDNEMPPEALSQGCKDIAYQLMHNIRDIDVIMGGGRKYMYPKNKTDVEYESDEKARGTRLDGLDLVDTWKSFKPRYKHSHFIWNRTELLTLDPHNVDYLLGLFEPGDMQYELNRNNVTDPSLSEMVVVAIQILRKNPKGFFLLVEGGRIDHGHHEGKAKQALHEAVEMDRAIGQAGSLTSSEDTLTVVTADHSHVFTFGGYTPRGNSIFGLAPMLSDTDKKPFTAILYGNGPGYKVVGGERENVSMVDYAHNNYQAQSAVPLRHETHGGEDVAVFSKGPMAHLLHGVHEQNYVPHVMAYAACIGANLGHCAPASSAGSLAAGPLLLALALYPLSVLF
TNAP act hi DEA – TNAP (human) activation, high acceptor; 200,000 tested, under 10 active; P05186; AID 1136; purified TNAP, CDP-star luminescence, 1 M DEA, 30 min; stronger effect = higher value; 0 = EDTA background, 1 = DMSO-only activity; activation factor at 20 µM;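 active = activation factor at least 2 at 20 µM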
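Test system – human TNAP · Doses – 20 µM single point · Incubation – 30 min, room temperature · Signal – luminescent substrate turnover signal · Read-out basis – activation factor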
PPARg SRC1 recr – agonists of human PPARgamma SRC-1 coactivator recruitment. P37231. PPARgamma-SRC-1 coactivator recruitment biochemical assay. activation, % at 8 µM. hit rate 0.41% among 200,000; in the data active = activation above about 19%;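 note: 0% = DMSO and 100% = reference agonist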
TNAP inh hiacc – inhibitors of human TNAP at high phosphate acceptor concentration; purified TNAP, CDP-star luminescence, 1 M DEA; inhibition, % at 20 µM; hit rate 0.03% among 200,000; AID 1135;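 active = over 50% inhibition of tissue-nonspecific alkaline phosphatase at 20 µM in the single-dose screen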;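 note: plate controls were DMSO wells for no effect and EDTA-quenched wells as full inhibition for full effect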
bIAP inhibitor – intestinal alkaline phosphatase (bovine) inhibition | 190,000 tested, under 10 active | AID 1019 | inhibition, % at 20 µM | purified bovine IAP, CDP-star luminescence, 30 min;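 active = over 50% inhibition of intestinal alkaline phosphatase at 20 µM in the single-dose screen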
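System: purified bovine intestinal alkaline phosphatase (IAP) enzyme; Input: IAP diluted 1/65,000,000 in the well; Measured by: CDP-star luminescence signal; Compound dosing: 20 µM single dose; Incubation: 30 min reaction at room temperature.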
HMGR II inh – blocks class II HMG-CoA reductase of Enterococcus faecalis; AID 1066; hit rate 0.41% among 190,000; inhibition, % at 10 µM; purified E. faecalis HMGR, NADPH absorbance 340 nm kinetic;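 active = inhibition above a set limit, the median over all tested compounds plus 3 SD, cut at about 9.5% in these data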;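 note: enzyme runs in reverse so mevalonate oxidation gives rising NADPH absorbance; 0% = complete reaction with DMSO and 100% = background rate lacking mevalonate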
Starred values were filed as active, the others as inactive; x = no result given.

Start of the data: the first 8 entries as a preview:
entry	SMILES	bIAP activator	PPARg SRC1 recr	TNAP inh hiacc	TR-FRET SRC-2 ct	TNAP act hi DEA
1	Cc1ccc2cccc(OCC(=O)c3cc(C)n(Cc4ccco4)c3C)c2n1	1.2	3	-4	1532	1
2	CCc1ccccc1NC(=O)CC1CS(=O)(=O)CC1CC(=O)Nc1ccccc1CC (stereo not given)	0.9	2	1	1500	1
3	CCCCC(=O)Nc1ccc2c3c(cccc13)CC2	1.1	-3	-2	1569	1
4	CC1CCN(Cc2ccc(-c3nnn(CC(=O)NC4CCCCC4)n3)cc2)CC1	1.1	-4	-2	1560	1
5	Cc1ccc(C(=O)O)cc1N1CCCC1=O	1.1	1	-4	1727	1
6	COc1ccc(OC)c(NC(=O)COC(=O)CN(C)S(=O)(=O)c2ccc(C)cc2)c1	0.9	3	-5	1540	1
7	Nc1c(C(=O)NCc2ccco2)c2nc3ccccc3nc2n1CCc1ccc(F)cc1	1.1	-4	-4	1526	1
8	Cc1cnccc1CN(C)Cc1cn(C)nc1-c1cccc(Cl)c1	1	2	-2	1825	1

entry	PPARg SRC2 recr	TNAP inh noacc	PPARg SRC-3 ag	HMGR II inh	bIAP inhibitor
1	2	-14	7	4	-22
2	5	-14	-4	-3	14
3	5	-13	-1	-6	-8
4	-2	-12	-3	6	-14
5	13	0	4	-3	-7
6	-5	-12	-4	-3	8
7	6	0	5	-3	-11
8	-1	-4	5	1	-2

All compounds of this part, from the start:
entry	SMILES	bIAP activator	PPARg SRC1 recr	TNAP inh hiacc	TR-FRET SRC-2 ct	TNAP act hi DEA
1	Cc1ccc2cccc(OCC(=O)c3cc(C)n(Cc4ccco4)c3C)c2n1	1.2	3	-4	1532	1
2	CCc1ccccc1NC(=O)CC1CS(=O)(=O)CC1CC(=O)Nc1ccccc1CC (stereo not given)	0.9	2	1	1500	1
3	CCCCC(=O)Nc1ccc2c3c(cccc13)CC2	1.1	-3	-2	1569	1
4	CC1CCN(Cc2ccc(-c3nnn(CC(=O)NC4CCCCC4)n3)cc2)CC1	1.1	-4	-2	1560	1
5	Cc1ccc(C(=O)O)cc1N1CCCC1=O	1.1	1	-4	1727	1
6	COc1ccc(OC)c(NC(=O)COC(=O)CN(C)S(=O)(=O)c2ccc(C)cc2)c1	0.9	3	-5	1540	1
7	Nc1c(C(=O)NCc2ccco2)c2nc3ccccc3nc2n1CCc1ccc(F)cc1	1.1	-4	-4	1526	1
8	Cc1cnccc1CN(C)Cc1cn(C)nc1-c1cccc(Cl)c1	1	2	-2	1825	1
9	CCOC(=O)C1=C(c2ccccc2)NC(=O)NC1c1cc(Cl)c(O)c(OC)c1 (stereo not given)	1	3	-5	1742	1
10	c1coc(-c2ncc[nH]2)c1	1	10	-1	1537	1
11	Cc1ccc(CNC(=O)Nc2ccc3c(c2)N(C)C(=O)CS3)cc1	0.8	7	-2	1609	1
12	Cc1c(NC(=O)c2c(N)n(-c3ccccc3)c3nc4ccccc4nc23)c(=O)n(-c2ccccc2)n1C	1	-2	-2	1712	1

entry	PPARg SRC2 recr	TNAP inh noacc	PPARg SRC-3 ag	HMGR II inh	bIAP inhibitor
1	2	-14	7	4	-22
2	5	-14	-4	-3	14
3	5	-13	-1	-6	-8
4	-2	-12	-3	6	-14
5	13	0	4	-3	-7
6	-5	-12	-4	-3	8
7	6	0	5	-3	-11
8	-1	-4	5	1	-2
9	8	-6	1	0	0
10	-5	-7	-1	0	-2
11	5	-18	0	-6	17
12	8	3	-1	0	-2

(next part)
entry	SMILES	bIAP activator	PPARg SRC1 recr	TNAP inh hiacc	TR-FRET SRC-2 ct	TNAP act hi DEA
13	[O-][n+]1onc2c1CCc1[nH]c(-c3ccccc3)nc1-2	1.1	-4	-2	1474	1
14	Cc1ccc(C2=NN3C(C(=O)c4ccccc4)Oc4ccccc4C3C2)cc1 (stereo not given)	0.8	-2	0	1759	1
15	CCNCc1cc2cc(C)ccc2[nH]c1=O	1	-5	-2	1427	1
16	CCOc1ccc(C(=O)Nc2cccc([N+](=O)[O-])c2)cc1Br	1.1	0	-2	1504	1
17	COc1ccc(C(C(C(=O)c2cccs2)N2CCOCC2)N2CCOCC2)cc1OC (stereo not given)	1	7	-1	1366	1
18	C=CCn1c(SCC(=O)Nc2ccccc2CC)nnc1-c1ccncc1	1	6	-6	1680	1.1
19	CC(C)(C)C(=O)COC(=O)CNC(=O)c1ccc(Oc2ccccc2)cc1	0.9	5	-7	1563	1.1
20	O=C(CCn1cnc2ccccc2c1=O)Nc1ccc2c(c1)OCCO2	0.9	6	-2	1498	1
21	COc1cc(SC)ccc1C(=O)OCC(=O)NC1CC1	1	8	-2	1851	1
22	CCOC(=O)c1cc(C)n(CCCN2CCOCC2)c1C	1	2	-6	1673	1.1
23	CCOC(=O)N1CCC(N2C(=O)c3ccccc3C2Nc2ccc(C)cc2)CC1 (stereo not given)	1	4	-2	1648	1
24	Cc1[nH]c2ccccc2c1NC(=O)CN1CCN(Cc2ccc3c(c2)OCO3)CC1	1	-9	-7	1245	1.1

entry	PPARg SRC2 recr	TNAP inh noacc	PPARg SRC-3 ag	HMGR II inh	bIAP inhibitor
13	1	36	1	2	-6
14	10	4	7	3	20
15	-10	-8	-7	0	3
16	0	10	3	2	-7
17	-5	-11	-6	-5	1
18	5	-14	8	-1	5
19	1	-13	1	-1	7
20	13	-8	9	0	13
21	8	-14	3	0	0
22	6	-11	4	-7	-1
23	10	-2	3	-5	-5
24	-2	-14	-2	5	2

The list goes on:
entry	SMILES	bIAP activator	PPARg SRC1 recr	TNAP inh hiacc	TR-FRET SRC-2 ct	TNAP act hi DEA
25	CCCCCCOc1ccc(/C(C)=N/NC2=NCCN2)cc1[N+](=O)[O-]	1	-4	-4	1528	1
26	CCC(=O)OCCCCCCOc1ccc(C(=O)O)cc1	0.9	-3	-4	1505	1
27	O=C1/C(=C/c2cccnc2)N=C2CCCCCN12	1.1	-3	0	1675	1
28	CCCc1nc2c(C)ccc(C)c2c(N)c1CC	0.6	10	0	1738	1
29	COc1ccc(OC)c2[nH]c(=O)c(CCNS(=O)(=O)c3ccc(Cl)cc3)cc12	1	-4	-2	1825	1
30	CCS(=O)(=O)N1CCN(c2cc3c(cc2[N+](=O)[O-])n(C)c(=O)n3C)CC1	1.1	-11	5	1479	1
31	COc1cc2c(cc1NC(=O)CN1CCN(S(=O)(=O)c3ccc(F)cc3)CC1)oc1ccccc12	2*	3	-5	1371	1.1
32	CCOc1ccc(NCc2nc3ccccc3n2CCOc2ccccc2)cc1	1	2	2	1678	1
33	O=C(CN1C2=NCCN2c2ccccc21)N1CCOCC1	0.9	4	-3	1521	1
34	O=C(CN1C(=O)C2CCc3[nH]c4ccccc4c3C2C1=O)N1CCCC1 (stereo not given)	0.9	5	-6	1451	1.1
35	CC(=O)Nc1ccc(NC(=O)COc2ccc(Br)cc2C)cc1	0.9	6	2	1574	1
36	CCOc1cc(N2CCOCC2)c(OCC)cc1NC(=O)c1nc2nc(C)cc(C)n2n1	1	x	-10	x	1.1

entry	PPARg SRC2 recr	TNAP inh noacc	PPARg SRC-3 ag	HMGR II inh	bIAP inhibitor
25	-2	-3	3	-5	-2
26	-6	-2	-5	-3	8
27	12	0	5	-1	-10
28	10	4	3	0	43
29	7	-7	5	0	-2
30	-3	-2	2	-5	-6
31	0	-40	-6	-3	-100
32	16	-4	13	1	2
33	2	-12	3	-4	7
34	-11	-15	0	-1	12
35	-1	-4	-2	3	10
36	x	-21	x	x	3

(next part)
entry	SMILES	bIAP activator	PPARg SRC1 recr	TNAP inh hiacc	TR-FRET SRC-2 ct	TNAP act hi DEA
37	CCNC(=O)CC1SC(=Nc2ccccc2C)N(C)C1=O (stereo not given)	1.5	3	3	1466	1
38	COc1cc(C=O)ccc1OCCOc1ccccc1[N+](=O)[O-]	1	0	0	1629	1
39	S=c1[nH]nc(-c2ccco2)n1C1CCCCC1	1.1	10	-1	1591	1
40	O=C(COc1ccc2c(c1)C(=O)CC1(CCCCC1)O2)NCc1ccccn1	1	-2	-5	1603	1.1
41	CCOC(=O)c1sc2nc(CSCC(=O)OCc3ccc(C(=O)OC)o3)[nH]c(=O)c2c1C	1	10	-4	1451	1
42	O=S(=O)(/C=C/c1ccccc1)Nc1ccc2c(c1)OCO2	0.8	2	-3	1425	1
43	c1ccc2sc(N3CCCN(Cc4nc(-c5cnccn5)no4)CC3)nc2c1	1	10	-3	1681	1
44	COc1ccc(NC(=O)CSc2nnc(CCC(=O)Nc3ccc(C)c(Cl)c3)n2C)cc1	0.9	9	0	1575	1
45	CNC(=O)CN(Cc1ccccc1)S(=O)(=O)c1ccccc1	1.1	0	0	1549	1
46	COc1ccc(C2CC(=O)C3=C(C2)Nc2ccccc2N(C(C)=O)C3c2ccco2)cc1 (stereo not given)	1.2	0	-1	1558	1
47	O=C(COC(=O)c1cc(-c2cccs2)nc2ccccc12)NC1CCS(=O)(=O)C1 (stereo not given)	0.9	11	-4	1824	1
48	O=C(Cn1cnc2c(nnn2Cc2ccc(F)cc2)c1=O)NCc1ccco1	0.9	3	-4	1492	1

entry	PPARg SRC2 recr	TNAP inh noacc	PPARg SRC-3 ag	HMGR II inh	bIAP inhibitor
37	5	-5	1	-5	-47
38	2	-11	-1	0	-4
39	3	4	1	0	-6
40	3	-9	3	4	-1
41	5	9	12	-6	4
42	0	-9	3	-3	24
43	11	-6	3	-3	3
44	0	-10	8	-3	15
45	-2	-5	-5	0	-6
46	7	-11	7	0	-23
47	14	-14	3	-2	12
48	0	-9	-3	-5	7

The results go on.
entry	SMILES	bIAP activator	PPARg SRC1 recr	TNAP inh hiacc	TR-FRET SRC-2 ct	TNAP act hi DEA
49	Nc1c(C(=O)N/N=C/c2cccnc2)cnn1-c1ccccc1	1	0	-1	1502	1
50	CCSc1nnc(CNC(=O)C23CC4CC(CC(C4)C2)C3)n1C1CCCCC1	0.9	-6	0	1448	1
51	CC(=O)C1=C(O)C(=O)N(CCCn2ccnc2)C1c1ccc(Cl)cc1 (stereo not given)	1	9	-12	1676	1.1
52	O=C(O)Cc1ccc(NC(=O)c2ccc(Cl)c(Cl)c2)cc1	1	8	-2	1543	1
53	CN1CCN(c2ccc(NC(=O)c3ccc4c(c3)OCCO4)cc2Cl)CC1	1.1	0	-6	1411	1.1
54	CC(CCc1ccccc1)NC(=O)CNC(=S)N(Cc1cccs1)C1CCCC1 (stereo not given)	1.1	5	-10	1656	1.1
55	COc1ccc(C(=O)Nc2nc(-c3cccs3)cs2)cc1	0.6	-4	1	1431	1
56	CC1=CCC(COC(=O)Nc2ccccc2)CC1 (stereo not given)	0.9	1	2	1300	1
57	C=CCNC(=O)c1ccc(C)c(Br)c1	0.9	2	-3	1350	1
58	Cc1cccn2cc(CNS(=O)(=O)c3cccc(F)c3)nc12	1.6	-5	-2	1475	1
59	N#Cc1c(-c2ccco2)nc(SCc2ccc(F)cc2)[nH]c1=O	0.9	20*	-5	2187*	1

entry	PPARg SRC2 recr	TNAP inh noacc	PPARg SRC-3 ag	HMGR II inh	bIAP inhibitor
49	-1	1	0	-4	0
50	1	-10	2	-6	8
51	7	-1	4	3	0
52	-4	-2	2	1	-2
53	-1	-8	-3	-1	-11
54	-7	-11	1	-4	-7
55	-1	-4	-4	-3	37
56	-5	0	-20	2	10
57	8	-10	3	-9	8
58	-8	0	-7	-6	-59
59	45*	-6	39*	3	9
